Mdm2-MdmX inh = disrupts the human Mdm2-MdmX interaction; SaOS-2 split-luciferase Mdm2/MdmX complementation, luminescence; inhibition, % at 8 µM; O15151+Q00987; AID 485346; 330,000 compounds, 3% hits;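 active = inhibition of at least 50% at 8 µM in the primary screen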
APJ antagonist = APJ receptor antagonism; CHO-K1 APJ beta-arrestin complementation, luminescence; inhibition, % at 20 µM; AID 2521; 330,000 compounds, 0.32% hits; P35414;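 active = inhibition above about 40% at 20 µM, limit read from the data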;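 also: cells challenged with 10 nM apelin-13 agonist together with compound; plate controls were apelin-13 plus DMSO wells for no effect and DMSO wells lacking apelin-13 for full effect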
Target sequence (P35414 whole entry, looked up): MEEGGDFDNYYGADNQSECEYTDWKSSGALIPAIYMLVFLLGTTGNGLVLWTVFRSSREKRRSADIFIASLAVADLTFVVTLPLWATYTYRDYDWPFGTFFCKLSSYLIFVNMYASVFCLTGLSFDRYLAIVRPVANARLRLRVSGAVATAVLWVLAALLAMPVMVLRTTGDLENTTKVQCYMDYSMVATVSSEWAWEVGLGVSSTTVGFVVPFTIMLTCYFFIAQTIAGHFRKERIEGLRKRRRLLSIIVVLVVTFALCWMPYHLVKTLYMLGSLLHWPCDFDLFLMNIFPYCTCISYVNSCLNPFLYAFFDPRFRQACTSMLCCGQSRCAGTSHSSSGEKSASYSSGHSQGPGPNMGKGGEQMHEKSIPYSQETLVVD
UPR XBP1 act = adaptive UPR (XBP1) activation. 330,000 compounds, 0.33% hits. CHO-XBP1 luciferase reporter, IRE1-XBP1 UPR activation, luminescence; percent of tunicamycin response, DMSO as zero. AID 463104. activation, % at 20 µM;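 active = versus positive control, 20 µM dose yields 30% or more activation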;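 also: 100% = tunicamycin at 10 µg/mL and 0% = DMSO only wells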
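Material: CHO cell line with stable XBP1 luciferase reporter; buffer or medium: F12 medium containing 10% fetal bovine serum; compound: single point, 20 µM final compound, 1% DMSO; incubation: 6 h treatment, 37 °C; measured by: glow luminescence from Steady-Glo reagent; evaluation: activation, % of tunicamycin; control set: tunicamycin high, DMSO low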
tim10-1 inh = inhibits growth of tim10-1 mutant yeast | S. cerevisiae tim10-1 ts strain growth, BacTiter-Glo, 24 h | inhibition, % at 20 µM | 330,000 compounds, 2.2% hits;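 active = inhibition of at least 40%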;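 also: mutant grown at 25 °C; 0% = DMSO wells with yeast and 100% = wells holding no yeast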
TIM10 inh = inhibits growth of TIM10 yeast strain. S. cerevisiae TIM10 strain growth, BacTiter-Glo luminescence, 24 h. inhibition, % at 10 µM. 330,000 compounds, 1.4% hits;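 active = inhibition of 40% or more at the single tested concentration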;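 also: wild-type TIM10 isogenic control strain grown at permissive 25 °C; 0% = DMSO yeast wells and 100% = minimal medium wells without yeast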
APJ agonist = activates the human apelin receptor APJ; P35414; CHO-K1 APJ PathHunter beta-arrestin, luminescence; 0% DMSO wells, 100% apelin; activation, % at 20 µM; 330,000 compounds, 0.11% hits; AID 2520;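 active = activation more than six SD over the plate average, tested at 20 µM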;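 also: 0% = DMSO alone and 100% = apelin-13 at 10 nM; some results filed as inactive read as strong as hits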
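Incubation: overnight seeding, 90 min compound at 25 °C, 1 h detection; test system: PathHunter CHO-K1 APJ (AGTRL-1) beta-arrestin reporter cells; amount: 1000 cells/well; doses: one dose, 20 µM compound, 1% DMSO; measured by: beta-gal luminescence; measure: agonist-driven arrestin binding to APJ; benchmarks: negative DMSO alone, positive Apelin-13 at 10 nM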
CXCR6 inh = inhibitors of human CXCR6 receptor. O00574. CHO-K1 PathHunter CXCR6 beta-arrestin, luminescence. inhibition, % at 20 µM. 360,000 compounds, 0.36% hits. AID 602244; in the data active = inhibition above about 34%, passing the limit was not always enough;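 also: antagonist mode with CXCL16 agonist at 10 nM final; 0% = 10 nM CXCL16 with DMSO and 100% = unstimulated wells without agonist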
Target sequence (O00574 whole entry, looked up): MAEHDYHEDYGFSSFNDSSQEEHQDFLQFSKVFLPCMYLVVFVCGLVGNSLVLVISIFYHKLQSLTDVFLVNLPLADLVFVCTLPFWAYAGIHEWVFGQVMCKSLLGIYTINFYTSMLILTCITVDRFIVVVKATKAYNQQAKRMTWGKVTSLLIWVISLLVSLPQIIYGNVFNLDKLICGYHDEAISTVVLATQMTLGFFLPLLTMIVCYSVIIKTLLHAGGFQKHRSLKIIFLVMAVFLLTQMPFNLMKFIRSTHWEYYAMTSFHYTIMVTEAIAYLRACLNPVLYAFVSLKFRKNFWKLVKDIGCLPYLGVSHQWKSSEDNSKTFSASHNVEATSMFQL
UPR CHOP act = activators of apoptotic arm of unfolded protein response (CHOP). CHO-CHOP luciferase reporter, UPR activation, luminescence; percent of tunicamycin response over DMSO baseline. activation, % at 10 µM. 330,000 compounds, 0.34% hits;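 active = at 10 µM dose, activation of 40% or more, normalized to positive control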;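 also: 100% = tunicamycin at 10 µg/mL and 0% = DMSO alone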
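measured by = luciferase luminescence | assay system = CHO-CHOP cells, stable luciferase reporter of PERK-eIF2a-CHOP signalling | amount = 500 reporter cells seeded per well | timing = 6 h compound exposure at 37 °C after overnight seeding | controls = positive tunicamycin 10 µg/mL, negative DMSO alone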
tim23-1 inh = growth inhibitors of tim23-1 mutant yeast | S. cerevisiae tim23-1 growth, BacTiter-Glo luminescence, 24 h | inhibition, % at 20 µM | 330,000 compounds, 1.3% hits;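 active = growth inhibition of the mutant yeast at or above 50%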;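 also: temperature-sensitive mutant grown at 25 °C; plate controls were DMSO-treated mutant yeast for no effect and medium wells lacking yeast for full effect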
The depositor's hits bear a star; x = not tested or not shown.

SMILES	Mdm2-MdmX inh	APJ antagonist	UPR XBP1 act	tim10-1 inh	TIM10 inh	APJ agonist	CXCR6 inh	UPR CHOP act	tim23-1 inh
Cc1ccc(C(=O)NN2C(=O)CSC2=S)cc1	5	12	-1	11	-1	2	10	2.7	8
Cc1ccc(C)c(-c2nnc(NC(=O)C3=COCCO3)o2)c1	35	11	-4	16	-8	-5	1	1.2	19
Cc1c(NC(=O)C(C)OC(=O)/C=C/c2ccccc2)c(=O)n(-c2ccccc2)n1C (configuration not stated)	-10	1	-5	13	20	-3	0	-0.6	1
Cc1ccc(N2C(=O)N(CC(=O)Nc3ccc(C)cc3[N+](=O)[O-])C(=O)C2C)cc1 (configuration not stated)	-15	-46	-2	-13	1	0	-6	1.3	13
O=C(NCc1ccccc1Cl)C1CCN(S(=O)(=O)c2cccs2)CC1	4	-3	0	13	-2	-2	-2	-0.2	22
COc1ccc(OCC(Cn2cnc3ccccc32)OC(C)=O)cc1 (configuration not stated)	1	-7	4	19	9	0	-3	-1.4	16
CCOc1ccc(NC(=O)c2cnccn2)cc1	-10	-17	-6	-4	5	-2	-11	-0.5	1
COC(=O)c1ccc(COc2ccc(CNCc3ccc(Cl)cc3)cc2)cc1	-32	-5	2	23	-6	-2	-8	4.3	19
Cc1c(NC(=O)CN2C(=O)C3C4C=CC(C4)C3C2=O)c(=O)n(-c2ccccc2)n1C (configuration not stated)	11	15	-2	-15	4	-3	0	-2.0	-8
Nc1ccccc1C(=O)NCc1ccco1	6	-1	-2	-9	-6	0	2	-0.8	-16
COc1ccccc1CNC(=O)C(=O)NCCC1CCCCN1S(=O)(=O)c1ccccc1 (configuration not stated)	11	-53	-2	6	1	-5	8	0.9	6
Cc1ccc(C2C(C(=O)c3cccs3)=C(O)C(=O)N2c2nnc(C)s2)cc1 (configuration not stated)	3	6	1	22	-7	-2	4	2.9	-1
Cc1ccc(C(=O)Nc2ccc3c(c2)C(=O)NC3=O)cc1	3	5	1	-3	5	-3	6	4.2	1
COC(=O)c1ccc(NC(=S)Nc2cccc(C)n2)cc1	-10	10	0	-27	11	-2	-8	1.3	15
C=CCNC(=S)Nc1ccc(OC(F)F)c(Cl)c1	-32	0	4	16	-3	1	-6	0.0	17
COc1ccc(CC(=O)O/N=C(\N)c2ccc(OC)cc2)cc1	-5	-3	2	2	16	0	-12	0.9	27
CCOC(=O)C1(C)NC(c2cccs2)C2C(=O)N(c3ccc(OC)cc3)C(=O)C21 (configuration not stated)	22	10	-1	5	4	-3	11	-1.4	7
CCOC(=O)c1c(C)[nH]c(C(=O)N/N=C/c2cccc(OC)c2)c1C	53*	-6	1	22	33	-1	-3	0.8	16
O=C(NC1CCCCC1)c1cc(-c2cccc(Cl)c2)on1	-2	8	-4	12	-1	-1	-7	6.9	7
CCOP(=O)(/C(C#N)=C(/O)c1ccccc1)c1ccccc1 (configuration not stated)	14	-2	-4	-6	1	-4	-2	-3.8	-3
CC1(C)CC(=O)C(C=NCC2CCCO2)=C(O)C1 (configuration not stated)	5	-1	0	5	4	-3	-6	-0.7	1
CN(CCc1cnn(C)c1)C(=O)C1CCC(=O)N(CC2CCCCC2)C1 (configuration not stated)	24	5	1	-10	0	-1	1	1.7	0
CNC[C@H]1Oc2c(NS(=O)(=O)c3cccs3)cccc2C(=O)N([C@H](C)CO)C[C@@H]1C	11	17	-4	-10	-2	-3	0	1.6	-9
C/C(=N\NC(=O)c1cccc(S(=O)(=O)N2CCOCC2)c1)c1ccco1	18	-11	-2	6	10	-1	1	-0.7	4
O=C(O)c1cccnc1SCc1ccc([N+](=O)[O-])cc1	12	-4	-1	-3	12	1	7	0.4	5
CNC(=O)Cc1csc2ccc(Cl)cc12	11	8	0	-12	-2	-3	4	0.2	-12
CC1(C)CC(=O)C=C(Nc2ccccc2N)C1	15	20	-3	1	-1	-3	-6	-0.6	7
Cn1c(CCNC(=O)c2ccco2)nc2cc(NC(=O)C3CCCCC3)ccc21	0	-29	0	3	3	13	5	-0.2	12
O=C(CN1CCN(CC(=O)Nc2ccccc2Cc2ccccc2)CC1)Nc1ccccc1Cl	6	-24	-1	6	-26	0	6	1.2	-3
CC(C)(C)c1ccc(C(=O)Oc2ccccc2CCC(=O)O)cc1	32	12	0	23	18	-2	-3	0.0	20
CCN(CC)c1ccc(NC(=O)c2cccnc2)c(C)c1	-8	-1	7	9	6	-1	0	0.6	10
O=c1c2c(nc3cc(-c4ccc(F)cc4)[nH]n13)CCCC2	-37	0	-5	18	-10	-1	8	-4.1	-8
N#C/C(=C\c1ccccc1)C(=O)N(c1ccccn1)C1CCCCC1	13	3	-2	49*	58*	4	4	5.0	71*
COc1ccc(Br)cc1S(=O)(=O)n1c([N+](=O)[O-])cnc1C	-3	19	-1	34	11	-3	4	0.3	27
COc1ccccc1Cn1c(=O)[nH]c2cccnc21	-14	-3	-1	12	-2	3	-2	11	6
O=C(CNC(=O)c1cc(=O)[nH]c2ccccc12)Nc1ccc(F)c(F)c1	16	-5	0	-13	-14	-3	2	-0.3	-1
CN1CCN(C(=O)CCNC(=O)Cn2ccc3ccccc3c2=O)CC1	15	11	-1	2	3	-3	0	1.4	-1
CCOC(=O)C1CCN(C(=O)c2ccc(Oc3cc(Cl)cc(Cl)c3)o2)CC1	18	16	1	6	28	-3	-9	-0.9	25
O=C(CN(C(=O)Cn1nnc(-c2ccc(F)cc2)n1)c1ccc(F)c(Cl)c1)NCC1CCCO1 (configuration not stated)	7	-6	-1	9	16	-2	-7	-0.2	11
CCSC1=NN2CCS(=O)(=O)N=C2S1	9	-5	4	-1	-2	-1	-6	-1.3	13
Cc1ccsc1C1CC(=O)Nc2ccccc2S1 (configuration not stated)	13	5	2	20	14	0	2	0.0	23
Cc1ccc(NC(=O)N2CCCN(C(=O)OC(C)(C)C)CC2)cc1Cl	-5	9	1	24	31	-1	10	0.2	39
CC(=O)OCCCN1C(=O)c2cccc3cc(Br)cc(c23)C1=O	4	18	4	-9	61*	-2	x	0.7	22
Cc1c(S(=O)(=O)Nc2ccc(Br)cc2)c(=O)n(C)c(=O)n1C	19	-6	-1	-1	-6	-3	-1	0.8	-1
COc1cccc(C2(O)CC(C(F)(F)F)=NN2C(=O)c2ccccn2)c1 (configuration not stated)	-8	-23	-5	-1	11	-5	0	5.6	17
O=C(COc1ccc(Cl)cc1)NCc1nnc(SCC(=O)Nc2ccc3c(c2)OCCO3)o1	-36	16	-3	16	-8	3	0	1.3	13
COc1ccc(S(=O)(=O)N2CCCC2)cc1C(=O)N1CCOCC1	6	-10	-2	-6	13	-1	-1	1.3	-11
COc1cc(/C=C/C(=O)O)cc(S(=O)(=O)Nc2ccccc2SC)c1OC	-18	-2	-2	12	0	-2	-19	1.4	4
CC1CCCC(C)N1C(=O)CSc1nnc(-c2ccco2)n1C (configuration not stated)	0	9	-2	7	1	-5	4	0.9	14
Nn1c(-c2ccccc2Cl)nnc1-c1ccccc1Cl	-122	-38	0	29	21	8	-27	3.6	19
Cc1c(Cl)cccc1NC(=S)N(CCCN1CCOCC1)Cc1ccco1	8	0	-2	13	0	1	7	-1.8	8
COc1ccc(S(=O)(=O)Nc2ccccc2SC)cc1C	6	8	1	24	10	-3	5	-1.0	25
O=C1CC(N2CCN(c3cccc(C(F)(F)F)c3)CC2)C(=O)N1c1ccc(F)cc1 (configuration not stated)	9	-2	1	36	18	0	-7	-1.0	34
COc1ccc(N(CC(=O)Nc2ccccc2C(F)(F)F)C2=NC3CS(=O)(=O)CC3S2)cc1 (configuration not stated)	-2	-3	-2	38	5	1	6	1.3	19
Cc1ccc(-c2csc(N3C(=N)SCC3=O)n2)cc1	-136	12	1	12	9	-6	x	4.9	-10
CCCCOC(=O)CSc1nc(N)c(C#N)c(-c2ccc(OC)cc2)c1C#N	8	-4	-3	26	5	4	7	-0.2	15
CC(=O)Nc1ccc(NC(=O)CSCc2ccccc2Cl)cc1	-5	17	0	14	19	2	10	-0.4	14
Cc1ccc(N(Cc2cc3cccc(C)c3[nH]c2=O)S(=O)(=O)c2ccccc2)c(C)c1	12	26	-5	23	5	1	-1	0.6	16
COc1cccc(OC)c1C(=O)Nc1ccc(CN2CCOCC2)cc1	12	-10	-2	-5	-16	-6	-1	-2.4	7
CC(C)(C)c1ccc(CS(=O)(=O)CC(O)CN2CCCC2=O)cc1 (configuration not stated)	18	-2	-1	3	-1	-1	-2	-0.6	-2

Other structures.
SMILES	Mdm2-MdmX inh	APJ antagonist	UPR XBP1 act	tim10-1 inh	TIM10 inh	APJ agonist	CXCR6 inh	UPR CHOP act	tim23-1 inh
CCc1nnc(NC(=O)c2ccc(S(=O)(=O)N3CCCC(C)C3)cc2)s1 (configuration not stated)	16	7	-4	-18	-6	1	3	0.9	-8
COc1ccc(C(CNC(=O)c2oc3cc(C)c(C)cc3c2C)N2CCCCC2)cc1 (configuration not stated)	51*	8	-5	39	39	-7	18	2.1	22
CC1CCN(C(=O)C2CCN(S(=O)(=O)c3cc(Cl)ccc3Cl)CC2)CC1	21	-18	1	9	19	-4	7	1.4	36
CCOC(=O)c1cc(-c2ccccc2)nn1CC1CC(c2cccnc2)=NO1 (configuration not stated)	6	27	-1	-5	-15	0	-2	-0.7	-3
COc1ccc(C(=O)N(C)CCCC2CCCC2)cc1OC1CCN(C(C)=O)CC1	2	-1	1	-7	13	-3	9	3.9	2
CCN(CC)S(=O)(=O)c1ccc2oc(C(=O)NCCN3CCOCC3)c(C)c2c1	-4	1	-3	8	-15	0	0	1.9	11
Cc1ccc(CCN2CC(C(=O)NCCCN3CCN(C)CC3)CC2=O)cc1 (configuration not stated)	3	-61	-1	-25	-2	0	1	-2.6	-12
CC(=O)CC(=O)NC(=NC1CCCCC1)Nc1nc(C)cc(C)n1	5	1	-2	26	-2	-2	7	-2.3	20
Cc1cccc2c(N=O)c(O)[nH]c12	-29	21	-3	-15	-3	0	-4	-1.4	18
O=C(CSc1ncc(-c2ccc(F)cc2)[nH]1)N1CCCCC1	-21	1	-2	-9	-3	3	2	2.5	4
O=C(CNC(=O)c1cccs1)NCC(=O)OCc1cccc(Cl)c1	11	-22	-4	5	-4	1	6	0.6	3

Taken from the listing for reference:
SMILES	Mdm2-MdmX inh	APJ antagonist	UPR XBP1 act	tim10-1 inh	TIM10 inh	APJ agonist	CXCR6 inh	UPR CHOP act	tim23-1 inh
CCc1nnc(NC(=O)c2ccc(S(=O)(=O)N3CCCC(C)C3)cc2)s1 (configuration not stated)	16	7	-4	-18	-6	1	3	0.9	-8
COc1ccc(C(CNC(=O)c2oc3cc(C)c(C)cc3c2C)N2CCCCC2)cc1 (configuration not stated)	51*	8	-5	39	39	-7	18	2.1	22

Compound activity: PubChem BioAssay, Sanford-Burnham Center for Chemical Genomics

These rows are one share of the data, so the mix of outcomes need not match the whole.
